Screens as filed in PubChem BioAssay.
KDM4C inh: inhibitors of GASC-1 (KDM4C) histone demethylase, primary screen, biochemical, single concentration HTS | Lysine-specific demethylase 4C (Homo sapiens), Q9H3R0 | GST-KDM4C 2-372, H3K9me3 peptide, LANCE TR-FRET | AID 720574, 2013 | inhibition, % at 12.5 µM | hit rate 0.15% among 96,000;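 active = mean replicate inhibition above about 25%, with at least 55% of replicates also reaching it, limit read from the data, passing the limit was not always enough; inconclusive = only one of those two conditions met; inactive = neither condition met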
Target sequence (Q9H3R0 2-372 limits assumed): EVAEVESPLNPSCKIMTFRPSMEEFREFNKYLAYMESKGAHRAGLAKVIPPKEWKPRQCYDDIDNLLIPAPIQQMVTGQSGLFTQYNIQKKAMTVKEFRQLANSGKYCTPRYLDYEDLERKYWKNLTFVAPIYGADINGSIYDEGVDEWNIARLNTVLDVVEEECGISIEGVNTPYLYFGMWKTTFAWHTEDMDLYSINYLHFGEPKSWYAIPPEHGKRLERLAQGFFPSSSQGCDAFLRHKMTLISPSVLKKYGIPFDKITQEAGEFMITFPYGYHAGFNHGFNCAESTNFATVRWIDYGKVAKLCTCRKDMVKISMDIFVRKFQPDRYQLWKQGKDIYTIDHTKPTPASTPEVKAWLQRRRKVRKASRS
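Material: GST-tagged GASC-1 (JMJD2C) catalytic fragment, aa 2-372. Input: enzyme final amount 10 nM. Medium: HEPES buffer, pH 7.5, plus ascorbate. Reagent: H3K9me3 peptide substrate, Fe(II), 2-oxoglutarate. Doses: single dose. Times: reaction 30 min RT, detection step 1 h RT. Measured by: LANCE TR-FRET. Evaluation: Fall in 671/618 emission ratio as inhibition.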
C diff HTS: C. difficile growth inhibitors, primary screen, HTS | Clostridium difficile clinical isolate growth, OD600, 24 h; active compounds read low | growth activity, negative = inhibition, % at 16 µg/mL (by protocol) | hit rate 0.25% among 86,000;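 active = mean growth activity at or below -80% and every replicate also at or below -80%; inconclusive = mean at or below -80% but some replicate above -80%; inactive = mean growth activity above -80%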;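 note: 0% = DMSO wells and -100% = levofloxacin 16 µg/mL wells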
Pf Dd2 growth: P. falciparum Dd2 growth inhibitors, primary screen, SYBR Green fluorescence, single dose replicates | 72 h; active compounds read low | activity change, % at 10 µM | hit rate 2.3% among 94,000 | AID 1159554, 2015; in the data active = activity change below about -80%; inconclusive = no clear call, values can overlap the other calls
Tcruzi prolif: T. cruzi intracellular proliferation inhibitors, primary screen, cell-based, beta-gal Tulahuen parasites, NIH3T3 host, luminescence. T. cruzi beta-gal in NIH3T3, GalScreen luminescence, 90 h. inhibition, % at 8.34 µM. hit rate 5.9% among 77,000. AID 624255, 2012;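 active = mean inhibition above about 93%, with at least 55% of replicates each passing it, limit read from the data, passing the limit was not always enough; inconclusive = only one of those two conditions holds; inactive = neither condition holds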
* = called active by the depositor; u = inconclusive; x = not tested or not shown; & = joins results of further samples.

SMILES	KDM4C inh	C diff HTS	Pf Dd2 growth	Tcruzi prolif
COc1cccc(CNC(=O)[C@@H]2[C@@H](CO)[C@@H]3Cn4c(cccc4=O)[C@H]2N3C(=O)C2CCC2)c1	0.3	0	7	1
C[C@@H]1CCCCO[C@@H](CN(C)C(=O)Nc2cccc3ccccc23)[C@@H](C)CN([C@H](C)CO)C(=O)c2cc(NC(=O)c3ccccc3)ccc2O1	-1.8	6	-53	45
C[C@@H]1CN([C@H](C)CO)C(=O)c2cc(NC(=O)Cc3ccccc3)ccc2O[C@@H](C)CCCCO[C@H]1CN(C)Cc1ccc(C(F)(F)F)cc1	-2.4	x	u	-16
O=C(NC[C@H]1N[C@H](CO)[C@@H]1c1ccc(-c2cncnc2)cc1)C1CCCC1	-0.5	2	20	x
COc1ccc2c3c([nH]c2c1)[C@@H](CO)N(C(=O)Cc1ccccc1)CC31CN(C(=O)Cc2ccccc2)C1	-0.4	7	-11	x
COc1ccc(S(=O)(=O)Nc2cccc3c2O[C@H](CN(C)C(=O)Nc2ccc4c(c2)OCO4)[C@@H](C)CN([C@@H](C)CO)C3=O)cc1	-0.2	2	29	-74
C[C@@H]1CN([C@H](C)CO)C(=O)c2cc(NC(=O)Cc3ccccc3)ccc2O[C@@H]1CN(C)Cc1ccc(C(=O)O)cc1	0.4	-2	-1	0
CC(=O)N(C)C[C@H]1Oc2cc(-c3ccccc3F)ccc2S(=O)(=O)N([C@@H](C)CO)C[C@@H]1C	2.6	-3	10	-5
COCC(=O)Nc1ccc2c(c1)OC[C@@H](C)N(C(=O)Cc1ccccn1)C[C@@H](C)[C@H](OC)CN(C)C2=O	1.8	-5	5	32
C[C@H](NC(=O)C[C@@H]1C=C[C@H](NC(=O)Cc2ccccn2)[C@H](CO)O1)c1ccccc1	0.5	-6	11	-16
Cc1noc(C)c1NC(=O)Nc1ccc2c(c1)C(=O)N([C@H](C)CO)C[C@H](C)[C@H](CN(C)Cc1ccc(C(F)(F)F)cc1)OCCCC[C@@H](C)O2	0.2	2	21	43
CC=Cc1ccc2n(c1=O)C[C@@H]1[C@@H](CO)[C@H](C(=O)NCCc3ccncc3)N(CCC(F)(F)F)[C@H]21 (mixture of isomers)	1.6	1	2	108*
Cn1cnc(S(=O)(=O)N2CCCCN3[C@H](CO)[C@@H](c4ccc(C#CC5CC5)cc4)[C@H]3C2)c1	x	-2	27	53
Cc1ccc(-c2ccc([C@H]3[C@@H](CO)N4C(=O)CN(C(=O)c5ccccc5)C[C@@H]34)cc2)cc1	-0.4	17	-18	x
CCCNC(=O)Nc1ccc2c(c1)OC[C@H](C)NC[C@H](C)[C@@H](OC)CN(C)C2=O	2.7	0	x	-48
COC(=O)C[C@@H]1C[C@H]2c3cc(NC(=O)Nc4ccc(C(F)(F)F)cc4)ccc3O[C@H]2[C@H](CO)O1	-2.5	3	-36	64
Cc1ccccc1S(=O)(=O)N(C)C[C@@H]1OCc2ccccc2-c2c(n(C)c3ccccc23)C(=O)N([C@H](C)CO)C[C@H]1C	-6.7	x	-68	37
COc1cccc(S(=O)(=O)N[C@H]2CC[C@@H](CCn3cc(-c4ccccc4OC)nn3)O[C@H]2CO)c1	-0.4	2	-8	37
CCN(C[C@H]1N[C@H](CO)[C@H]1c1ccc(C2=CCCC2)cc1)C(=O)c1ccncc1	-0.9	1	-62	104*
COc1cccc(S(=O)(=O)N[C@@H]2C=C[C@H](CC(=O)NCc3ccc(F)cc3)O[C@H]2CO)c1	-1.3	x	7	-23
O=C(C1CCC1)N1CC[C@@H]2[C@H]1c1cc(C#Cc3ccc(F)cc3)ccc1N[C@@H]2CO	4.4	-4	-71	x
CCCNC(=O)C[C@H]1CC[C@@H]2[C@@H](COc3ccc(NC(=O)c4cc(C)on4)cc3C(=O)N2C)O1	-0.8	-8	-36	-9
CCCNC(=O)N1[C@H](CO)[C@@H]2c3ccccc3N(C(=O)Nc3cccc(F)c3)C[C@@H]21	2.6	5	-10	-11
COc1ccc(S(=O)(=O)Nc2ccc3c(c2)C(=O)N([C@@H](C)CO)C[C@H](C)[C@@H](CN(C)C(=O)Nc2ccc(C(F)(F)F)cc2)OCCCC[C@H](C)O3)cc1	1.1	2	-75	60
C[C@H]1CN([C@@H](C)CO)C(=O)c2cc(-c3ccc(C#N)cc3)cnc2O[C@H]1CN(C)Cc1cncnc1	3.3	1	5	x
The list continues.
SMILES	KDM4C inh	C diff HTS	Pf Dd2 growth	Tcruzi prolif
CNC[C@H]1Oc2ccc(NC(=O)CCCN(C)C)cc2C(=O)N([C@@H](C)CO)C[C@@H]1C	1.1	-5	25	14
C[C@H](CO)N1C[C@H](C)[C@@H](CN(C)Cc2ccc(C(F)(F)F)cc2)Oc2ccc(NS(=O)(=O)c3ccc(F)cc3)cc2CC1=O	2.5	25	-10	33
C[C@H](CO)N1C[C@H](C)[C@@H](CN(C)C(=O)Nc2ccc3c(c2)OCO3)Oc2c(NC(=O)c3nc4ccccc4s3)cccc2C1=O	1.1	x	-45	-240
C[C@@H]1CN([C@H](C)CO)C(=O)c2c(c3ccccc3n2C)-c2ccccc2CO[C@H]1CN(C)Cc1ccc(Cl)c(Cl)c1	-18	12	-89*	x
OC[C@@H]1[C@@H](c2ccc(-c3ccc(F)cc3)cc2)[C@H]2CN(Cc3cccnc3)CCCCN12	0.2	-2	-45	113*
CN(C)CC(=O)N1CC[C@@H]2[C@H](CO)Nc3ccc(-c4ccc(C(=O)N(C)C)cc4)cc3[C@@H]21	0.1	-4	7	60
O=C(Nc1ccc(F)cc1)N1C[C@@H]2[C@H](c3ccccc31)[C@H](CO)N2C(=O)Cc1ccccc1	-0.8	-2	1	29
C[C@H]1CN([C@@H](C)CO)C(=O)Cc2cc(NC(=O)CCC(F)(F)F)ccc2O[C@@H]1CN(C)C(=O)Nc1ccc2c(c1)OCO2	0.5	-3	6	34
CO[C@H]1CN(C)C(=O)c2cc(NC(=O)C3CC3)ccc2OC[C@H](C)N(C(=O)Cc2ccccn2)C[C@H]1C	-0.6	0	18	0
C/C=C/c1ccc2c(c1)O[C@H](CN(C)C(=O)CC)[C@@H](C)CN([C@@H](C)CO)S2(=O)=O	-1.5	0	13	-28
CN1C(=O)c2cc(NC(=O)C3CCCCC3)ccc2OC[C@H]2O[C@@H](CC(=O)NCc3ccccc3F)CC[C@H]21	0.6	-6	-8	-62
CNC[C@@H]1Oc2ccc(NC(=O)CCN3CCOCC3)cc2CC(=O)N([C@@H](C)CO)C[C@@H]1C	-1.7	-7	4	8
CCC(=O)N1C[C@H](C)[C@@H](OC)CN(C)C(=O)c2ccc(NC(=O)C3CCOCC3)cc2OC[C@H]1C	-0.7	0	2	21
O=C(C[C@H]1CC[C@@H](NC(=O)C2CC2)[C@H](CO)O1)Nc1ccccc1	1.6	-1	-63	59
CCCC#Cc1ccc2c(c1)[C@@H]1[C@@H](CCN1S(=O)(=O)c1cccc(F)c1)[C@@H](CO)N2C	-0.1	7	-28	22
Cc1ccccc1S(=O)(=O)N(C)C[C@@H]1OCc2cn(nn2)CCCC(=O)N([C@@H](C)CO)C[C@@H]1C	-0.6	x	5	-13
N#Cc1ccc(-c2ccc([C@@H]3[C@@H](CO)N4C(=O)CN(C(=O)C5CC5)C[C@H]34)cc2)cc1	0.7	-18	-15	x
CC(C)NC(=O)N(C)C[C@@H]1Oc2cc(C3=CCCCC3)ccc2S(=O)(=O)N([C@H](C)CO)C[C@@H]1C	-1.3	10	-34	34
O=C(NCC[C@@H]1CC[C@@H](NC(=O)C2CC2)[C@H](CO)O1)Nc1ccc(Cl)cc1	0.4	-2	x	x
COc1cccc(C(=O)Nc2ccc3c(c2)OC[C@@H](C)N(C(C)=O)C[C@@H](C)[C@@H](OC)CN(C)C3=O)c1	0.5	x	4	9
C[C@H]1CN([C@@H](C)CO)C(=O)c2cc(C#CCc3ccccc3)cnc2O[C@H]1CN(C)C(=O)C1CCC1	1.9	2	11	25
COCCNC(=O)C[C@H]1CC[C@H]2[C@H](COc3ccc(NC(=O)Nc4ccccc4)cc3C(=O)N2C)O1	3.1	-8	4	37
Cc1noc(C)c1S(=O)(=O)N(C)C[C@H]1Oc2c(NC(=O)c3nc4ccccc4s3)cccc2C(=O)N([C@@H](C)CO)C[C@H]1C	-1.3	x	-24	-10
CO[C@H]1CC[C@H]2CCOc3ccc(C#N)cc3C(=O)N(C)C[C@H](c3ccccc3)CC(=O)N(C)C[C@H]1O2	0.8	11	x	11
COc1ccccc1NC(=O)N(C)C[C@H]1OCc2cn(nn2)CCCC(=O)N([C@H](C)CO)C[C@@H]1C	0.0	6&-1	-9&31	-8&78
Remaining list, next part
SMILES	KDM4C inh	C diff HTS	Pf Dd2 growth	Tcruzi prolif
O=C(C[C@@H]1CC[C@@H]2[C@H](COC[C@@H](O)CN2C(=O)Nc2ccc(F)cc2)O1)NCCCN1CCOCC1	-0.6	9&-2	14	-72
CCCNC(=O)C[C@@H]1CC[C@H]2[C@@H](COC[C@H](O)CN2C(=O)CC)O1	0.5	4&3	27	x
O=C(C[C@@H]1CC[C@@H](NC(=O)Nc2cccc(F)c2)[C@@H](CO)O1)NCC1CCCCC1	-0.6	-3	-5	x
CN1CCN(C(=O)C[C@@H]2CC[C@@H]3[C@H](COC[C@@H](O)CN3C(=O)Cc3ccccc3)O2)CC1	-1.0	50&6	14	25
CC=Cc1ccc2n(c1=O)C[C@H]1[C@H](CO)[C@@H](C(=O)NCCCN3CCOCC3)N(C)[C@@H]21 (mixture of isomers)	-1.6	0	6	3
O=C(Nc1ccc(F)cc1)N1CC(=O)N2[C@H](C1)[C@H](c1ccc(-c3ccc(F)cc3)cc1)[C@@H]2CO	1.9	0	-40	x
C/C=C/c1ccc([C@@H]2[C@@H](CO)N(C(C)=O)[C@H]2CN(CC(C)C)C(C)=O)cc1	3.0	-2	-12	-5
COc1ccc(NC(=O)N(C)C[C@H]2Oc3ccc(NC(=O)CCN4CCOCC4)cc3CC(=O)N([C@H](C)CO)C[C@@H]2C)cc1	0.5	3	13	x
O=C(C1CCCCC1)N1CC(=O)N2[C@H](CO)[C@H](c3ccc(C#Cc4cccc(F)c4)cc3)[C@H]2C1	-0.3	28	-24	x
CC(C)NC(=O)N1[C@H](C#N)[C@@H](c2ccc(C#CC3CCCCC3)cc2)[C@@H]1CO	1.2	-7	-73	96*
CCN(C[C@H]1[C@@H](c2ccccc2)[C@@H](CO)N1C(=O)COC)S(C)(=O)=O	-2.0	-3	14	-11
CC(C)(C)[S@](=O)N1Cc2cc(C(=O)N[C@H]3CCN(Cc4ccccc4)C3)nc(-c3cccc(-c4cccnc4)c3)c2[C@@H]1CCO	-2.8	-5	-34	x
CC(C)NC(=O)N1[C@@H]2CN(C)c3ccccc3[C@@H]2[C@@H]1CO	-1.0	-7	-11	1
Cc1noc(C)c1NC(=O)NCC[C@H]1CC[C@@H](NC(=O)c2ccc(F)cc2)[C@H](CO)O1	1.0	x	21	-84

Nothing new here: entries from further up.
SMILES	KDM4C inh	C diff HTS	Pf Dd2 growth	Tcruzi prolif
O=C(C[C@@H]1CC[C@@H]2[C@H](COC[C@@H](O)CN2C(=O)Nc2ccc(F)cc2)O1)NCCCN1CCOCC1	-0.6	9&-2	14	-72
CCCNC(=O)C[C@@H]1CC[C@H]2[C@@H](COC[C@H](O)CN2C(=O)CC)O1	0.5	4&3	27	x
O=C(C[C@@H]1CC[C@@H](NC(=O)Nc2cccc(F)c2)[C@@H](CO)O1)NCC1CCCCC1	-0.6	-3	-5	x
CN1CCN(C(=O)C[C@@H]2CC[C@@H]3[C@H](COC[C@@H](O)CN3C(=O)Cc3ccccc3)O2)CC1	-1.0	50&6	14	25
CC=Cc1ccc2n(c1=O)C[C@H]1[C@H](CO)[C@@H](C(=O)NCCCN3CCOCC3)N(C)[C@@H]21 (mixture of isomers)	-1.6	0	6	3
O=C(Nc1ccc(F)cc1)N1CC(=O)N2[C@H](C1)[C@H](c1ccc(-c3ccc(F)cc3)cc1)[C@@H]2CO	1.9	0	-40	x
C/C=C/c1ccc([C@@H]2[C@@H](CO)N(C(C)=O)[C@H]2CN(CC(C)C)C(C)=O)cc1	3.0	-2	-12	-5
COc1ccc(NC(=O)N(C)C[C@H]2Oc3ccc(NC(=O)CCN4CCOCC4)cc3CC(=O)N([C@H](C)CO)C[C@@H]2C)cc1	0.5	3	13	x
O=C(C1CCCCC1)N1CC(=O)N2[C@H](CO)[C@H](c3ccc(C#Cc4cccc(F)c4)cc3)[C@H]2C1	-0.3	28	-24	x
CC(C)NC(=O)N1[C@H](C#N)[C@@H](c2ccc(C#CC3CCCCC3)cc2)[C@@H]1CO	1.2	-7	-73	96*
CCN(C[C@H]1[C@@H](c2ccccc2)[C@@H](CO)N1C(=O)COC)S(C)(=O)=O	-2.0	-3	14	-11
